Screening results: PubChem BioAssay, Sanford-Burnham Center for Chemical Genomics
ATG4B inh: ATG4B (human) cysteine protease inhibition; AID 504462; inhibition, % at 8.33 µM; Q9Y4P1; ATG4B cleavage of LC3-PLA2, NBD-HPC fluorescence, 1 h; 340,000 compounds, 0.51% hits; in the data active means inhibition above about 40%
Gli-Sufu antag: blocks Gli-Sufu signaling in a luciferase reporter; Sufu-KO-LIGHT fibroblasts, Gli luciferase reporter luminescence; inhibition, % at 5 µM; 340,000 compounds, 0.74% hits; AID 588413;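 active means inhibition above about 55%, limit read from the data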;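 further: 0% = DMSO-treated cells and 100% = wells with medium but no cells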
APJ agonist: APJ receptor agonism | P35414 | CHO-K1 APJ PathHunter beta-arrestin, luminescence; 0% DMSO wells, 100% apelin | activation, % at 20 µM | 330,000 compounds, 0.11% hits;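 active means activation more than six SD over the plate average, tested at 20 µM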;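 further: 0% = DMSO alone and 100% = apelin-13 at 10 nM; some results filed as inactive read as strong as hits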
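Assay system: CHO-K1 APJ beta-arrestin complementation cell line / Compound: single test compound dose, 20 µM final, 1% DMSO / Times: overnight seeding, 90 min compound at 25 °C, 1 h detection / Technique: beta-gal luminescence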
CCR6 antagonist: CCR6 (human) receptor antagonism; P51684; CHO-K1 CCR6 PathHunter beta-arrestin, luminescence, CCL20-stimulated; inhibition, % at 20 µM; 340,000 compounds, 0.49% hits;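 active means compounds whose inhibition of the agonist-driven luminescence signal at 20 µM reaches about 50%, limit read from the data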;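 further: cells stimulated with CCL20 at 14 nM final; plate controls were DMSO with CCL20 for no effect and DMSO without agonist for full effect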
Target sequence (P51684 whole entry, looked up): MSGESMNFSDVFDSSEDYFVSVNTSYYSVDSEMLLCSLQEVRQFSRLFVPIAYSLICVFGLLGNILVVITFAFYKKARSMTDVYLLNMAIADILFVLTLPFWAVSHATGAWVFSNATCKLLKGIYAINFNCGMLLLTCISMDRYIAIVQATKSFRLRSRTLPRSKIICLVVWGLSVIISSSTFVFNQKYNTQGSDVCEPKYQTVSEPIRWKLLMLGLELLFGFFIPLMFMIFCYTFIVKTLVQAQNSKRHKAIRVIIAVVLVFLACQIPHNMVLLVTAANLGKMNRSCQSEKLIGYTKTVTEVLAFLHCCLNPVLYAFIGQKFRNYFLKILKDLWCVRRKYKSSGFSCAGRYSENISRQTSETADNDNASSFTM
EBI2 antag: EBI2 (human) antagonism; 360,000 compounds, 0.81% hits; P32249; inhibition, % at 5 µM; EBI2 beta-arrestin recruitment, luminescence, 7a,25-OHC stimulated; in the data active means inhibition above about 38%;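 further: enzyme fragment complementation signal reports receptor beta-arrestin coupling in cells; 0% = agonist plus DMSO wells and 100% = wells without agonist; some results beyond the cut were filed as inactive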
CXCR6 inh: CXCR6 (human) receptor inhibition. O00574. CHO-K1 PathHunter CXCR6 beta-arrestin, luminescence. inhibition, % at 20 µM. 360,000 compounds, 0.36% hits. AID 602244; in the data active means inhibition above about 34%, passing the limit was not always enough;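 further: antagonist mode with CXCL16 agonist at 10 nM final; 0% = 10 nM CXCL16 with DMSO and 100% = unstimulated wells without agonist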
Target sequence (O00574 whole entry, looked up): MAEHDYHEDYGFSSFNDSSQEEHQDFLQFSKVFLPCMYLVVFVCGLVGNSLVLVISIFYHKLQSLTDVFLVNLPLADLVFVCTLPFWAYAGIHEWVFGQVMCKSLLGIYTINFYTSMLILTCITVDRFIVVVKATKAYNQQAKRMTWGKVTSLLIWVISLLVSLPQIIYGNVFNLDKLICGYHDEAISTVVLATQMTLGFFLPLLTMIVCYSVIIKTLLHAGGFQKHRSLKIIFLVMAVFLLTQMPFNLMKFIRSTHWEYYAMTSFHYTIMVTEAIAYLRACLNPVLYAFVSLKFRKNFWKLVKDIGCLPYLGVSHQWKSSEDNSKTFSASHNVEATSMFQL
APJ antag: APJ receptor antagonism | CHO-K1 APJ beta-arrestin complementation, luminescence | inhibition, % at 20 µM | 330,000 compounds, 0.32% hits | AID 2521;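 active means inhibition above about 40% at 20 µM, limit read from the data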;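 further: cells challenged with 10 nM apelin-13 agonist together with compound; plate controls were apelin-13 plus DMSO wells for no effect and DMSO wells lacking apelin-13 for full effect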
UBC13 inh: human UBC13 polyubiquitination inhibition; UBC13 polyubiquitin chain formation, TR-FRET; inhibition, % at 20 µM; AID 485273; 330,000 compounds, 0.47% hits; in the data active means inhibition above about 45%, passing the limit was not always enough
Target sequence (P61088 whole entry, looked up): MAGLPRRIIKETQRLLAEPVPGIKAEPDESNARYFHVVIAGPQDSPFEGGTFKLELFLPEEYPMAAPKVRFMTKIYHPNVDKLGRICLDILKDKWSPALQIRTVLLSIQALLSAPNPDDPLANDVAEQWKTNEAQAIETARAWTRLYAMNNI
Active calls of the source: *; nt = not tested or not shown.

SMILES	ATG4B inh	Gli-Sufu antag	APJ agonist	CCR6 antagonist	EBI2 antag	CXCR6 inh	APJ antag	UBC13 inh
COc1ccc(-c2nc(C#N)c(N3CCCCCC3)o2)cc1	3	-12	0	9	4	-8	-2	14
O=C(C1=C(O)C(=O)N(CCN2CCOCC2)C1c1ccncc1)c1ccco1 (stereo unspecified)	-10	5	-1	-10	-7	2	8	3
CC(C(=O)O)n1c(-c2ccn[nH]2)n[nH]c1=S (stereo unspecified)	1	6	-1	-3	-1	-2	-8	6
CCC1(CC)Nc2ccccc2C(=O)N1c1ccc(NC(C)=O)cc1	2	6	3	3	-3	-4	6	13
CC(=O)OCC1OC(OC2C[C@]3(C)C(CC(O)C4C([C@](C)(CCC=C(C)C)OC5OC(CO)C(O)C(O)C5O)CC[C@]43C)[C@@]3(C)CCC(O)C(C)(C)C23)C(O[C@@H]2OC(C)C(O)C(O)C2O)C(O)C1O (stereo partly specified)	0	2	-3	8	-10	0	2	-11
C=CCOc1ccc(C2/C(=C(/O)c3ccc(OC)cc3)C(=O)C(=O)N2CCN2CCNCC2)cc1 (stereo unspecified)	0	-4	0	3	6	11	-1	2
O=C(O)CCn1nnc2ccccc21	-7	-6	-5	2	-2	-6	0	1
O=C(Nc1ccncc1)c1cccs1	5	5	3	1	-6	-3	9	-3
COc1ccc(N2C(=O)CC(N3CCN(c4ccc(S(=O)(=O)N5CCCC5)cc4)CC3)C2=O)cc1 (stereo unspecified)	-22	-1	-1	-8	2	-2	-14	-3
Cc1ccc(C)c(C(=O)OCC(=O)Nc2cccc(S(=O)(=O)NC3=NCCCCC3)c2)c1	-4	8	-4	0	2	-12	21	16
CSc1sc(C(=O)NN)c2c1C1(CCC2)SCCS1	-6	1	6	-3	3	-8	-14	-1
CCN(CC)S(=O)(=O)c1ccc2c(c1)nc(SCC(=O)NC1CC1)n2-c1ccccc1OC	-12	9	-5	3	0	11	7	4
COc1ccc(C)cc1S(=O)(=O)N1CCCCC1	-3	22	-2	11	-1	-3	-11	6
O=C(NNc1ccccc1Br)C(=O)n1ccc2ccccc21	25	-1	0	-2	1	-4	-12	-24
COc1ccc(C(=O)NC2CCN(C(=S)NCc3ccco3)CC2)cc1	3	-1	-4	0	-11	5	-1	0
O=C(Cc1ccc(Cl)cc1Cl)Nc1ccncc1Cl	-9	73*	7	8	-5	0	8	2
O=C(/C=C/c1ccc(Br)o1)NC(c1ccccc1)c1ccccc1	-9	0	-3	16	2	9	-13	5
Cc1cc(N2CCN(C)CC2)n2cc(-c3ccc(F)cc3)nc2n1	-2	3	-3	6	5	0	0	3
Cc1nc2ccccc2cc1C(=O)N/N=C/c1ccccc1[N+](=O)[O-]	2	3	-2	9	-26	-11	-3	8
COc1ccc(C=C(C#N)C#N)c(CSc2ccccn2)c1	2	-1	-3	9	0	1	16	3
C/C(=N\NC(=O)c1nn(C)cc1Br)c1cccc(NC(=O)C2CCCC2)c1	-5	-16	-2	-3	0	6	-15	8
COc1cccc(NC(=O)[C@@H](NC(=O)N2CCn3c2nc2ccccc23)C(C)C)c1	-7	-10	-2	8	0	6	4	-3
CCN(CC)S(=O)(=O)c1cc([N+](=O)[O-])ccc1NNC(=O)Nc1ccc(Cl)c(Cl)c1	-5	9	0	43	10	18	20	-16
CCN(CC)S(=O)(=O)c1ccc(N=NC2=C(O)CCCC2=O)cc1	3	-1	-3	10	-1	-19	20	-13
Cc1nn(CCCC(=O)O)c(C)c1[N+](=O)[O-]	-6	-2	-5	3	-4	-11	-17	-11
COc1ccc(NC2=NC3(CCCCC3)N=C(N)N2)cc1	-5	0	-4	-3	-2	-2	-5	2
CCOC(=O)C1(CC2CCCCO2)CCN(S(=O)(=O)c2ccccc2)CC1 (stereo unspecified)	4	-2	-4	5	1	5	17	-5
Cn1nnc(-c2ccc(OCc3ccccc3F)cc2)n1	0	-127	-2	-15	-5	-12	7	-13
COc1ccc(Cl)cc1Nc1nc(-c2sc(NC(=O)CC(C)C)nc2C)cs1	-16	16	2	3	-2	-2	12	-18
O=C(CN1CCN(c2ccccn2)CC1)NC1CCCC1	-4	-35	4	2	-16	0	10	-1
O=C(O)CCCC(=O)N1CCC(C(O)(c2ccccc2)c2ccccc2)CC1	1	0	0	11	3	7	6	0
COc1ccc(Cn2ccnc2CO)cc1[N+](=O)[O-]	-1	-12	-3	1	-3	8	-9	4
CCCN(Cc1cc2cccc(C)c2[nH]c1=O)C(=O)c1cccc(OC)c1	-1	10	-2	-9	-1	-2	15	3
COc1ccc(S(=O)(=O)N2CCN(c3ccccc3OC)CC2)cc1OC	-16	0	9	10	-3	-5	-2	-2
Fc1ccc(-c2[nH]ncc2CN(CC2CCC2)CC2CCCO2)c(F)c1 (stereo unspecified)	5	-30	-3	13	-7	-4	-8	-13
COc1cc(N=c2ssnc2Cl)cc(OC)c1	-11	7	-1	14	15	-2	16	9

Some entries already given with just CCR6 antagonist.
Compound | CCR6 antagonist
CCOC(=O)C1(CC2CCCCO2)CCN(S(=O)(=O)c2ccccc2)CC1 (stereo unspecified) | 5
O=C(O)CCCC(=O)N1CCC(C(O)(c2ccccc2)c2ccccc2)CC1 | 11
Fc1ccc(-c2[nH]ncc2CN(CC2CCC2)CC2CCCO2)c(F)c1 (stereo unspecified) | 13
Cc1nn(CCCC(=O)O)c(C)c1[N+](=O)[O-] | 3

(next part)
SMILES	ATG4B inh	Gli-Sufu antag	APJ agonist	CCR6 antagonist	EBI2 antag	CXCR6 inh	APJ antag	UBC13 inh
O=C(N/N=C/c1sc(N2CCOCC2)nc1-c1ccccc1)c1cccc(S(=O)(=O)N2CCCC2)c1	-6	-4	-2	4	-2	-1	-3	-21
CC(=O)c1ccc(S(=O)(=O)NC2CC2)cc1	-5	9	-3	-3	-4	-5	9	5
O=C(Nc1cccc(S(=O)(=O)N2CCOCC2)c1)c1cc([N+](=O)[O-])ccc1N1CCOCC1	1	-1	-1	14	3	-1	5	0
COc1ccc(Br)cc1CN(C)C(=O)c1ccccc1OCc1c(C)noc1C	1	12	-3	15	9	11	9	4
COC(=O)[C@H](CC(C)C)NC(=O)c1cc2c(cn1)[nH]c1ccccc12	-11	10	-5	1	16	-4	-3	15
CN(c1ccccc1)S(=O)(=O)c1cccc(NC(=O)CSc2nnc(N)s2)c1	-16	9	0	6	-19	-1	-6	-2
O=C(O)/C=C/C(=O)Nc1cccc2c1-c1ccccc1C2=O	6	2	nt	-2	-8	4	nt	nt
CC(=NNC(=O)CSCC(=O)NN=C(C)c1ccccc1)c1ccccc1	0	1	nt	8	1	0	nt	nt
CC(C)(C)c1ccc(NC(=O)c2ccc(=O)[nH]n2)cc1	7	-83	-2	8	-19	4	12	-5
Cc1ccc2[nH]c3c(c2c1)CN(C(=O)CN1CCCc2ccccc21)CC3	-16	10	1	5	-2	15	-18	-29
O=C(Oc1ccccc1)c1ccc2nccnc2c1	1	8	-1	-19	-8	0	18	-6
Cc1ccc(-c2nnc(CSc3nnc(COc4ccccc4)n3-c3ccccc3)o2)cc1	-20	1	10	15	19	-5	-7	6
O=C(Nc1ccccc1C(=O)O)c1cccc(NC(=O)c2ccco2)c1	11	3	-3	6	-1	-5	10	1
Cc1cccc(NC(=O)c2cccc(NS(=O)(=O)c3ccc(Cl)cc3)c2)c1	-6	1	-1	5	-3	-2	-10	-4
COc1ccc(CCNC(=O)CCC(=O)Nc2ccc3nc(N4CCN(C)CC4)cc(C)c3c2)cc1OC	-8	51	-2	-3	-3	-3	-1	9
COc1ccc(-n2c(=O)c3ccccc3c3ccccc3c2=O)cc1	-6	45	-1	3	4	3	-5	13
O=C(COC(=O)c1cc(Cl)ccc1O)NCCC1=CCCCC1	-5	-5	2	8	0	-2	19	20
Cc1ccccc1NC(=O)c1c2c(nc3ccccc13)CCC2	7	-5	-3	5	-1	0	-1	-2
CSCCC(NC(=O)c1ccccc1Cl)C(=O)NNC(=O)c1ccncc1 (stereo unspecified)	-4	-10	-6	1	-4	-4	6	-5
O=C(COC(=O)c1ccc(NS(=O)(=O)c2ccc3c(c2)OCCO3)cc1)NCC1CCCO1 (stereo unspecified)	-15	3	-1	7	7	-8	-10	-3
O=C(Cc1ccc(Br)cc1)NC1CCSC1=O (stereo unspecified)	-8	-11	-3	7	-1	-4	0	7
CCN(CC)S(=O)(=O)c1cccc(-c2n[nH]c(=S)n2C)c1	-5	6	-3	-15	12	-6	27	10
O=C(CCC(=O)c1cccs1)NCc1ccc(Cl)cc1	1	0	-1	-6	-7	-3	15	-6
COc1ccc(-c2nc(N=Nc3ccc(O)cc3)n[nH]2)cc1	4	-13	-2	30	7	8	16	-119
CSc1ncccc1C(=O)OCC(=O)N(C)c1c(N)n(Cc2ccccc2)c(=O)[nH]c1=O	8	-5	-4	-1	-3	6	10	1
Cc1cccc(NC(=O)c2nc[nH]c2C(=O)N2CCN(c3ccccc3)CC2)c1	-6	24	0	3	2	-3	-1	17
CCOc1cccc2sc(N(CCCN(C)C)C(=O)c3ccc(S(=O)(=O)N4CCCCCC4)cc3)nc12	-5	27	8	24	8	3	14	20
CCC1C(=O)C[C@H]2CCN3C(=O)CCCC1C23 (stereo partly specified)	-6	7	nt	13	-4	2	nt	nt
Cc1ccc(C)c(NC(=O)CCN2CCCC(C)C2)c1 (stereo unspecified)	3	1	-4	9	-13	3	-6	1
O=C(CSc1n[nH]c(-c2ccco2)n1)Nc1ccccc1Cl	3	-7	0	6	7	4	-2	7
CC(C)c1ccc(C2OCC(C)([N+](=O)[O-])CO2)cc1 (stereo unspecified)	-4	-4	nt	-3	7	0	nt	nt
O=C(CSc1nnc(-c2ccc(Br)cc2)o1)N1CCN(C(=O)c2ccco2)CC1	-3	18	-7	4	2	-10	5	1
COc1ccc(N2CCN(C(=O)c3sc4ncn(CC(=O)N5CCCCC5C)c(=O)c4c3C)CC2)cc1 (stereo unspecified)	-4	-2	-3	8	-11	-3	11	-4
CCCCOc1c(Cl)cc(C(=O)N(C)CC(=O)Nc2ccc(N3CCOCC3)cc2)cc1OCC	-4	5	-2	2	-9	10	-3	6
COc1ccc(/C=N/NC2=NS(=O)(=O)c3ccccc32)cc1	-7	-1	-3	12	-17	1	-2	-14
CCN(CC)C(=O)COc1ccc2oc(C)c(C(=O)OC)c2c1	-12	-8	0	-1	1	-13	11	2
Cc1[nH]n(-c2ccccc2)c(=O)c1CCO	-1	-2	-4	7	-7	-12	-19	4
COc1ccc(OCc2cc(C(=O)N3CCN(C4CCCC4)CC3)no2)c(Cl)c1	-14	2	0	9	0	-14	-1	3
Cc1cc(OCC(=O)NC2CCN(Cc3ccccc3)CC2)c2c(C)c(C)c(=O)oc2c1	3	7	-2	44	17	11	-7	5
Nc1nc(NCC2CCCO2)nc(Nc2cccc(F)c2)c1[N+](=O)[O-] (stereo unspecified)	-3	-2	3	16	-9	1	14	-11
CCN(C(=O)Nc1ccccc1)c1ccccc1	-13	-3	0	12	-6	-3	4	-7
Cc1cccc(C(=O)NNC(=S)NC(=O)c2cccs2)c1	6	0	-6	35	5	38	14	-16
CCN(CC)S(=O)(=O)c1cccc(NC(=O)CCNC(=O)NC23CC4CC(CC(C4)C2)C3)c1	-6	25	-6	10	14	6	-7	-1
CC(=O)OC(C(=O)NCCc1ccccc1)c1cccnc1 (stereo unspecified)	-10	-7	4	-1	-2	-4	17	3
Cn1nc(C(=O)N2CCN(c3ccc([N+](=O)[O-])cc3)CC2)c2c1-c1ccccc1S(=O)(=O)C2	-3	29	4	12	10	-2	-4	-4
O=C(NCc1cccs1)C1CC(c2ccc(Cl)c(Cl)c2)=NO1 (stereo unspecified)	13	-3	0	2	-9	-14	-22	-12
O=C1/C(=C/c2ccncc2)CCc2ccccc21	23	4	-2	6	-29	2	-5	4
